Screens: PubChem BioAssay, Sanford-Burnham Center for Chemical Genomics
A3G deaminase – APOBEC3G DNA deaminase inhibitors, primary screen, biochemical, fluorescence, single-stranded DNA substrate, uHTS; recombinant A3G, ssDNA deamination FAM/TAMRA fluorescence; 330,000 compounds, 0.28% hits; inhibition, % at 20 µM;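 active = inhibition of at least 40% at 20 µM, with no more than 30% in the related APOBEC3A deaminase screen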;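 also: plate controls were DMSO wells with A3G for no effect and wells lacking A3G enzyme for full effect; some compounds called inactive have numbers as strong as hits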
Target sequence (Q9HC16 whole entry, looked up): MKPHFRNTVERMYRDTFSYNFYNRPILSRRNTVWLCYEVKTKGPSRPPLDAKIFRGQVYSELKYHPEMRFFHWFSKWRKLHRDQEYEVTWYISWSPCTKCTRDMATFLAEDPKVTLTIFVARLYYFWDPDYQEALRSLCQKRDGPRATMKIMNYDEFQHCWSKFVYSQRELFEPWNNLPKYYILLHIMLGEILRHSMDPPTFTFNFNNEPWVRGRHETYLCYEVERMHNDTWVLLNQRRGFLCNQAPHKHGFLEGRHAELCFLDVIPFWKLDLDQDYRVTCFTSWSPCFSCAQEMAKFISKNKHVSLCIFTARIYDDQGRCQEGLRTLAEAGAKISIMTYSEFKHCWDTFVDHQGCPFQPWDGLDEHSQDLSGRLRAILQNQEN
NLRP3 yeast inh – NALP3 inflammasome inhibitors in reconstituted yeast, primary screen, luminescence, uHTS; Yeast reconstituted NLRP3/ASC/caspase-1, beta-gal luminescence, 24 h; inhibition, % at 10 µM; 330,000 compounds, 0.39% hits;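 active = inhibition of 50% or more; inactive = inhibition below 50%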;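 also: plate controls were induced DMSO wells for no effect and uninduced yeast grown without galactose for full effect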
mIAP activ – activators of mouse IAP, primary screen, biochemical, luminescence, uHTS | activation factor at 10 µM | 330,000 compounds, 0.24% hits | intestinal alkaline phosphatase [Mus musculus] | muIAP, CDP-Star luminescence, 30 min; active compounds read high; 1 = vehicle-only enzyme signal, 0 = enzyme-free wells | AID 2805, 2010;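 active = activation factor of at least 2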; also: the source names both 10 and 20 µM as test concentration; values of inactives mirror those of a sister screen read the other way
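also added = chemiluminescent substrate CDP-Star | test system = mouse IAP enzyme | signal = chemiluminescence readout | compound = DMSO-dissolved test compounds | incubation = 30 min at room temperature | benchmarks = DMSO wells, no-enzyme wells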
MIN6 prolif – inducers of MIN6 beta-cell proliferation, primary screen, ATP luminescence, uHTS | AID 2380, 2010 | MIN6 cells proliferation, ATPlite luminescence, 48 h; cells starved in 0.2% serum; 100% = growth in 10% serum | 330,000 compounds, 0.29% hits | proliferation, % at 10 µM;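 active = compounds whose signal lies at least 3.5 SD above the mean of all wells on their plate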;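 also: 0% = DMSO-treated cells in low-serum medium and 100% = 10% serum control; some compounds called inactive have numbers as strong as hits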
A3A deaminase – APOBEC3A ssDNA deaminase inhibitors, primary screen, selectivity assay for APOBEC3G inhibitor project, biochemical, FAM/TAMRA oligo cleavage fluorescence; recombinant A3A, FAM/TAMRA ssDNA deamination fluorescence; DNA dC->dU-editing enzyme APOBEC-3A (Homo sapiens), P31941; inhibition, % at 20 µM; 330,000 compounds, 0.41% hits;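 active = at least 40% inhibition at 20 µM here, with at most 30% in a related deaminase screen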;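 also: plate controls were A3A with DMSO for no effect and wells lacking A3A enzyme for full effect; some results filed as inactive read as strong as hits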
Target sequence (P31941 whole entry, looked up): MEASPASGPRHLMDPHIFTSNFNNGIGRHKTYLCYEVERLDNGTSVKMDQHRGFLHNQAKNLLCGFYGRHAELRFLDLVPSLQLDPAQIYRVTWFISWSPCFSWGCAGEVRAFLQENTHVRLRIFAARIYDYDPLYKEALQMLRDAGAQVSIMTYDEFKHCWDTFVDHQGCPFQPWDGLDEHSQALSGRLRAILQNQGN
hIAP act – human IAP activators, primary screen, biochemical, luminescence, uHTS | Intestinal-type alkaline phosphatase (Homo sapiens), P09923 | purified human IAP, CDP-Star luminescence, 30 min; active compounds read high; 1 = vehicle-only enzyme, 0 = enzyme-free background | activation factor at 10 µM | 330,000 compounds, 0.16% hits | AID 2524, 2010;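 active = activation factor of the enzyme at least 2-fold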; also: the source names both 10 and 20 µM as test concentration; values of inactives mirror those of a sister screen read the other way
hIAP block – human IAP inhibitors, primary screen, biochemical, luminescence, uHTS; Intestinal-type alkaline phosphatase (Homo sapiens), P09923; purified IAP, CDP-Star luminescence, 30 min; inhibition, % at 10 µM; 330,000 compounds, 0.12% hits;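 active = inhibition reaching a set limit with compound at 10 µM in the primary screen, cut at about 35% in these data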;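 also: plate controls were DMSO wells with enzyme for no effect and no-enzyme buffer wells for full effect; values of inactives mirror those of a sister screen read the other way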
mIAP block – inhibitors of mouse IAP, primary screen, biochemical, luminescence, uHTS. AID 2806, 2010. 330,000 compounds, 0.2% hits. purified mouse IAP, CDP-Star luminescence, 30 min. inhibition, % at 10 µM;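 active = inhibition of at least 40% at 10 µM in the primary screen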;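 also: plate controls were DMSO with enzyme for no effect and no enzyme wells for full effect; values of inactives mirror those of a sister screen read the other way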
SENP1 FRET inh – human SENP1 catalytic domain inhibitors, primary screen, biochemical, FRET, uHTS | recombinant SENP1 catalytic domain, CyPet-SUMO1-YPet FRET cleavage | Sentrin-specific protease 1 (Homo sapiens), Q9P0U3 | 360,000 compounds, 0.21% hits | inhibition, % at 10 µM | AID 624204, 2012;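 active = inhibition at least 30% at 10 µM, raw YFP signal under a set limit, fluorescence ratio 0.5 to 1.5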;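 also: 0% = enzyme with DMSO and 100% = no enzyme wells; some results filed as inactive read as strong as hits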
Target sequence (Q9P0U3 419-644 limits assumed): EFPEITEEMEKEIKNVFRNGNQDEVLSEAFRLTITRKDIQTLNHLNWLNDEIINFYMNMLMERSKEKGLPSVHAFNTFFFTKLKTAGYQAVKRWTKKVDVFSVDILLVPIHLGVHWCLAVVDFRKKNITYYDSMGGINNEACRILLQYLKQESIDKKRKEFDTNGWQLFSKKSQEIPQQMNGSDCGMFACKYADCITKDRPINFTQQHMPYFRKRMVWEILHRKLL
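Assay system: hSENP1 catalytic domain, recombinant. Amount: SENP1 enzyme, 20 pM final. Schedule: 50 min reaction, RT, dark. Technique: FRET, CFP and YFP emission. Control set: no-enzyme wells low, DMSO-plus-enzyme wells high control.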
Starred values were filed as active, the others as inactive; . = no result given. A portion of the library; count on the stated rates, not on these rows.

Each structure is followed by: A3G deaminase	NLRP3 yeast inh	mIAP activ	MIN6 prolif	A3A deaminase	hIAP act	hIAP block	mIAP block	SENP1 FRET inh
> Fc1ccc(-n2cc(CNCCc3ccccn3)c(-c3ccccc3Cl)n2)cc1
→ -12	5	1	-6	0	1.1	-6	-3	-2
> CN1C(=O)/C(=N\OC(=O)c2cccc3ccccc23)c2ccccc21
→ 1	7	1	-5	-3	0.95	5	-1	4
> COc1cccc2c1OCC(C(=O)NCc1ccc(Cl)cc1Cl)=C2
→ -3	11	0.85	1	-2	0.99	1	15	0
> Cc1oc(-c2ccccc2F)nc1CN1CCC(C(=O)NCc2cccnc2)CC1
→ -2	3	1	0	5	0.94	6	-3	-13
> Cc1ccc(C)c(NC(=O)Cn2nc(-c3ccccc3)nc2-c2ccccc2)c1
→ -4	2	1.1	4	1	0.99	1	-10	0
> COc1ccc(/C=N/Nc2cc(N3CCCC3)nc(N3CCCC3)n2)cc1
→ -5	14	0.96	-6	1	0.99	1	4	-8
> CCOc1ccc(-c2nn(-c3ccccc3)cc2/C=C2\SC(=S)N(C3CCS(=O)(=O)C3)C2=O)cc1 (stereo not given)
→ -2	12	0.89	-1	-2	0.76	24	12	-21
> Cc1cc(NS(=O)(=O)c2ccccc2)cc(Cl)c1O
→ 1	4	1	-5	0	1.1	-11	-1	1
> CCOC(=O)c1c(NC(=O)Cn2cnc3scc(-c4ccc(C)cc4)c3c2=O)sc(C)c1C
→ -5	9	0.89	0	1	0.73	26	11	-9
> CCCN1CCN(CCCNC(=O)Cn2nc(-c3ccc(C)cc3)ccc2=O)CC1
→ 2	11	1.2	1	0	0.97	3	-15	1
> Cn1c(=O)c2c(nc(NCCO)n2CCc2ccccc2)n(C)c1=O
→ -3	10	1.1	-2	-3	1.2	-18	-7	0
> COC(=O)C1=C(C(=O)OC)[C@@H]2N(C)c3ccc(OC)cc3[C@@]23C[C@@H](C(=O)OC)N(C(=O)NC2CCCCC2)C3=N1
→ -7	11	0.9	3	-2	0.86	14	10	2
> CCCN1CCN(C(=S)Nc2ccc(SC(F)F)cc2)CC1
→ -12	32	1	-1	7	1.3	-26	-3	2
> Cc1cccc(C(=O)NNS(=O)(=O)c2ccccc2)c1O
→ -7	12	0.93	-3	-4	1.1	-7	7	1
> CC(=O)c1sc(N/N=C\c2ccc(C)cc2)nc1C
→ -20	-19	0.9	-2	-6	0.83	17	10	-33
> CCc1ccccc1NC(=O)CN(C)C(=O)CSc1nnc(Nc2cccc(C)c2)s1
→ -6	12	1.1	2	1	0.99	1	-6	3
> O=C(O)c1cnc2[nH]c3ccccc3n2c1=O
→ -3	-2	1.1	-1	-6	1.2	-22	-6	1
> CCCCCC(C(=O)O)C(C)CC(=O)NC1CCCCC1 (stereo not given)
→ -5	5	1	1	-3	0.95	5	-2	-1
> COc1ccc(-n2nc(C(=O)NCC(=O)N3CCCC3)c3ccccc3c2=O)cc1
→ -8	7	0.94	0	-2	0.99	1	6	2
> CCc1ccc(NC(=O)C(NS(=O)(=O)c2ccc3c(c2)CCN3C(C)=O)C(C)C)cc1 (stereo not given)
→ 9	-2	1	0	-1	1	0	-1	-1
> CCOC(=O)c1ccccc1NC(=O)CN(c1ccccc1OCC)S(C)(=O)=O
→ -1	8	1.1	3	0	0.97	2	-6	3
> CCC/C=C1/CCCOC(C(=O)NCCNCCO)(C(F)(F)F)C1 (stereo not given)
→ -8	21	1.1	-1	0	0.78	22	-7	0
> COc1cccc(COCC(O)CN2CCC(C(N)=O)CC2)c1 (stereo not given)
→ -2	4	1.1	0	0	1.1	-12	-8	2
> Cc1ccc(CN2CCN(Cc3cnn(-c4ccc(Cl)cc4)c3)CC2CCO)o1 (stereo not given)
→ -10	5	1.1	0	-3	1.1	-10	-7	9
> O=C(NCc1n[nH]c(=S)n1-c1ccc(Br)cc1)c1ccc(S(=O)(=O)N2CCCC2)cc1
→ 6	20	0.92	-3	-4	0.9	10	8	1
> CC1=C(C(=O)Nc2ccccc2Cl)C(c2ccc(N(C)C)cc2)NC(=O)N1 (stereo not given)
→ -12	10	1	-2	-5	1.1	-11	-2	-1
> Cc1nn(C)c(Cl)c1NC(=O)OCc1ccccc1
→ -1	34	1.1	1	1	0.97	3	-13	1
> O=C(O)c1ccc(/C=N/n2cc(-c3ccccc3)[nH]c2=S)cc1
→ 58*	14	0.89	-2	-5	0.9	10	12	3
> O=C(CC(Sc1ccc(Br)cc1)C(=O)O)c1ccc(F)cc1 (stereo not given)
→ 4	4	0.99	-5	-1	0.96	4	1	1
> COc1ccc(Cl)cc1C(=O)Nc1cccc(-c2ccc3nncn3n2)c1
→ 25	6	0.75	3	19	0.91	9	25	1
> COc1ccc(C2C(C(=O)Nc3cc(OC)c(OC)c(OC)c3)c3ccccc3C(=O)N2C)cc1OC (stereo not given)
→ 1	1	1.3	-2	-3	1.3	-31	-27	-1
> CSc1nnc(-c2ccncc2)n1CCCN1CCCC1=O
→ 14	10	0.87	0	63*	0.97	3	13	1
> Cc1nc2cc(C(F)(F)F)ccc2n1C1CCN(CC(=O)NC(C)(C)C)CC1
→ 0	9	0.98	-1	-1	0.89	11	2	-2
> Cc1ccc(C)c2[nH]c(=O)c(C(c3nnnn3Cc3ccccc3)N3CCc4ccccc4C3)cc12 (stereo not given)
→ -4	15	1	-4	-3	0.89	11	-2	-35
> O=C(C(=O)N1CCOCC1)c1c[nH]c2ccccc12
→ -5	11	0.94	-1	-2	1	-4	6	0
> Cn1cnnc1SCC(=O)Nc1ccc(OCc2ccccc2)cc1
→ -4	15	0.98	-2	3	0.9	10	2	-2
> CC(C)CC(=O)Nc1ccc2nn(-c3ccccc3)nc2c1
→ -9	35	0.93	0	-6	0.89	11	7	-3
> CCOc1ccc(-n2c(=O)c3c(C)c(C)sc3n(CC(=O)NCc3ccco3)c2=O)cc1
→ 0	4	1.1	0	2	0.89	11	-12	2
> Cc1cccc(C(=O)NC(=S)NNC(=O)c2cccs2)c1
→ 10	29	0.81	0	2	1.2	-21	19	3
> COc1cccc(C(=O)N2CCOCC2)c1
→ -1	0	0.92	-3	0	0.94	6	8	1
> Cc1ccc2sc(NC(=O)CN3C(=O)CCC3=O)nc2c1C
→ -5	-1	0.99	2	-3	0.98	2	1	0
> CCc1cc(C(=O)c2ccc(OC)cc2)c(NC(=O)COCC(=O)O)s1
→ 5	-11	0.92	1	-5	1.1	-14	8	1
> O=C(CN1C(=O)CSc2ncccc21)NCCN1CCOCC1
→ -4	-2	0.98	-2	-2	0.85	15	2	1
> Cc1ccc([N+](=O)[O-])cc1NC(=O)c1cccnc1
→ -8	1	0.96	-1	-1	1.2	-16	4	0
> COc1ccc(S(=O)(=O)N(C)C[C@H]2Oc3c(NC(=O)C4CCCCC4)cccc3C(=O)N([C@H](C)CO)C[C@@H]2C)cc1
→ -5	14	1.1	0	2	1	-4	-10	1
> CC1CCCC(C)N1C(=O)CN1CCN(c2nc(-c3ccc(F)cc3)cs2)CC1 (stereo not given)
→ -5	24	1	-6	-4	1.3	-29	-3	0
> COC(=O)c1cc(Cl)c(NC(=O)c2ccc(F)cc2)cc1OC
→ 1	11	0.95	1	0	0.93	7	5	1
> CCCc1cc(Nc2ccccc2OCC)n2ncnc2n1
→ -2	-10	0.95	2	-2	0.87	13	5	1
> COc1ccc(C(=O)Nc2ccccc2C(=O)NCc2cccnc2)cc1OC
→ -4	10	0.93	1	2	1	-1	7	-1
> COc1ccc(N2CCN(C(=O)c3ccc(CS(=O)(=O)c4ccccc4C)o3)CC2)cc1
→ 3	5	0.94	0	-1	1	0	6	3

Next section.
Each structure is followed by: A3G deaminase	NLRP3 yeast inh	mIAP activ	MIN6 prolif	A3A deaminase	hIAP act	hIAP block	mIAP block	SENP1 FRET inh
> CCc1nnc(NC(=O)Nc2ccc(Cl)cc2)s1
→ -4	7	1	-3	-3	1.1	-5	-3	2
> Cc1oc(-c2nc3ccccc3n2C)cc1C(=O)c1ccccc1
→ 2	21	1	-3	2	1.1	-9	-2	-11
> Cc1ccc(S(=O)(=O)c2nnn3c2nc(N2CCOCC2)c2ccccc23)cc1
→ 0	5	1	0	-1	0.83	17	-2	-1
> CC1CCN(c2ccc3nnc(CCC(=O)NCc4ccco4)n3n2)CC1
→ -6	9	0.88	2	-2	1	-2	12	1
> Cn1cnnc1Sc1nc2c(c(=O)n(C)c(=O)n2C)n1C
→ -4	15	0.92	2	-3	1	-3	8	.
> COc1cc(NC(=O)c2ccc(OC)c([N+](=O)[O-])c2)ccc1NC(=O)c1cccs1
→ 0	-15	0.95	0	0	1	-1	5	0
> Cc1n[nH]c(C)c1S(=O)(=O)N1CCc2ccccc21
→ 0	15	0.9	-1	0	0.97	3	10	-10
